# rCAG binder: r(CAG) repeat RNA binding | TO-PRO-1 dye displacement fluorescence | inhibition, % at 3 µM | 370,000 tested, 1.3% active;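 active means inhibition above the plate cutoff, the mean of all test compounds on that plate plus 3 SD, cut at about 35% in these data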;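 further: 0% = DMSO alone and 100% = 100 µM mitoxantrone as full dye displacement; higher means more dye released from RNA so lower well fluorescence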
# SIAE primary: human SIAE inhibition, primary screen | AID 1053197 | inhibition, % at 9.66 µM | SIAE FP-Rh probe binding, fluorescence polarization | 370,000 tested, 0.69% active;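 active means inhibition above a cutoff: mean of compounds within the control limits plus 3 SD of those, cut at about 17% in these data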;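 further: 0% = plate median of compound wells and 100% = probe without SIAE protein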
# MBD2 inh: inhibitors of human MBD2 binding to methylated oligonucleotide; inhibition, % at 4.4 µM; 370,000 tested, 0.31% active; Q9UBB5; AID 686964; TR-FRET; in the data active means inhibition above about 13%
# Target sequence (Q9UBB5 whole entry, looked up): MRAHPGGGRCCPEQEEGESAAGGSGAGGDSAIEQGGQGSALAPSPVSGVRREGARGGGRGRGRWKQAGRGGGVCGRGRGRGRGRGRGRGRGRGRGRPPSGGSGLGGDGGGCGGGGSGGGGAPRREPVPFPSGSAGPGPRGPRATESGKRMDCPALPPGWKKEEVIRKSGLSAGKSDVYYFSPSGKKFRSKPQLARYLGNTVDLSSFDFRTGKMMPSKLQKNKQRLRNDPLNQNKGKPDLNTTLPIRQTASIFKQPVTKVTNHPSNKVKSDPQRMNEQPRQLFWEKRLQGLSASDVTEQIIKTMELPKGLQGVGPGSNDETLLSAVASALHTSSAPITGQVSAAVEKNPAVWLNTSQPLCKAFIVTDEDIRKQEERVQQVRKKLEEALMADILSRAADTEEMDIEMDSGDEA
# TCR-CD3 inh: blocks the human TCR-CD3 interaction | TAMRA-labeled TCR probe fluorescence, biochemical | inhibition, % at 9.4 µM | 360,000 tested, 0.37% active; in the data active means inhibition above about 19%;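 further: recombinant mutant TCR 2C K166C tagged with TAMRA read by polarization; 0% = receptor in buffer alone and 100% = receptor with positive control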
# PRMT1 FP inh: blocks human protein arginine methyltransferase 1. Q99873. AID 652257. inhibition, % at 2.79 µM. 370,000 tested, 1.3% active. recombinant PRMT1, activity-based probe fluorescence polarization;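 active means inhibition above about 21% made by adding two undisclosed values, limit read from the data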
# ABHD4 inh: inhibits mouse alpha/beta hydrolase domain 4; Q8VD66; inhibition, % at 8.92 µM; 370,000 tested, 0.54% active; purified mABHD4, FP-Rh probe fluorescence polarization; AID 720543;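 active means inhibition exceeding the mean over every tested compound plus 3 SD, cut at about 30% in these data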;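 further: 0% = plate median of compound wells and 100% = S159A mutant with DMSO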
#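 Assay system: mABHD4 protein; medium: HEPES pH 7.0, NaCl, Pluronic buffer; dosing: 8.92 µM, single dose; schedule: 45 min + 60 min at 25 °C; signal: FP readout, ex 525 nm / em 598 nm; read-out: normalized percent inhibition of probe labeling; repeats: single replicate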
# NPR2 activator: GC-B (human) receptor activation | P20594 | 370,000 tested, 0.11% active | activation, % at 10 µM | HEK293-GC-B cells, CNP EC30, cGMP TR-FRET; 0% at EC30 CNP, 100% saturating CNP;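 active means activation at 10 µM reaching about 35% in either raw or pattern-adjusted values, limit read from the data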
# HTRA1 inh: inhibitors of human serine peptidase HTRA1. Q92743. recombinant HTRA1, FP-rhodamine activity-based probe, fluorescence polarization. inhibition, % at 5.96 µM. 340,000 tested, 0.5% active; in the data active means inhibition above about 36%;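 further: 0% = enzyme with DMSO and 100% = wells lacking enzyme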
# TDP2 inh: blocks human TDP2 phosphodiesterase activity; recombinant TDP2, T5PNP hydrolysis, p-nitrophenol absorbance 415 nm; inhibition, % at 12.8 µM; 370,000 tested, 0.34% active; AID 720702;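 active means inhibition above the mean of all tested compounds plus 3 SD, set per campaign, cut at about 25% in these data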;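 further: 0% = DMSO with enzyme and 100% = buffer with substrate but no TDP2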
# Target sequence (O95551 whole entry, looked up): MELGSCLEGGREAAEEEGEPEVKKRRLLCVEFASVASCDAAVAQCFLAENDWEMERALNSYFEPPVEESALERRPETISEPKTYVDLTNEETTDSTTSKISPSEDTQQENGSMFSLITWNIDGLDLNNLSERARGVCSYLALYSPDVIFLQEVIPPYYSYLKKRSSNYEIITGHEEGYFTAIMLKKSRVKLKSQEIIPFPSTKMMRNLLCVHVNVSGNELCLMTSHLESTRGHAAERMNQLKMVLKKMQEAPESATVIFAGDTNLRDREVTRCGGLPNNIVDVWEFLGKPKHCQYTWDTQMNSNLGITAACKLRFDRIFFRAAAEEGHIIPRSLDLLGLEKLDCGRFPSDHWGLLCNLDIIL
#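 System – recombinant human TDP2 · Quantity – TDP2 enzyme at 120 nM final · Doses – single concentration, 12.8 µM nominal, with 1% DMSO · Incubation – 2 h at 37 °C · Measured by – epi absorbance of p-nitrophenol freed from T5PNP by hydrolysis · Read-out – % inhibition relative to enzyme-containing and enzyme-free wells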
# LEDGF integ inh: blocks HIV-1 LEDGF/p75-dependent DNA integration | 370,000 tested, 0.64% active | inhibition, % at 3.7 µM | TR-FRET IN-LEDGF/p75 DNA integration, Eu/Cy5;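 active means inhibition above the screen-wide mean plus 3 SD, cut at about 13% in these data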;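 further: signal is the Cy5 over europium emission ratio at 671 and 618 nm; 0% = plate median of compound wells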
# The depositor's hits bear a star; i = inactive; · = no result given.
SMILES,rCAG binder,SIAE primary,MBD2 inh,TCR-CD3 inh,PRMT1 FP inh,ABHD4 inh,NPR2 activator,HTRA1 inh,TDP2 inh,LEDGF integ inh
COc1ccc(NC(=O)Cn2cc(C#N)c3ccccc32)cc1,0,-5,2,2,1,-7,2,-4,4,-2
CCS(=O)(=O)c1ccc2oc(=O)c(/C=C(\O)c3ccc(Cl)cc3)nc2c1,19,12,-3,3,-8,19,5,1,5,0
Cc1onc(-c2c(Cl)cccc2Cl)c1C(=O)NC1C(=O)N2C1SC(C)(C)C2C(=O)O (centres undefined),12,0,3,0,-3,10,-6,-5,-1,5
COC(=O)c1ccc2nc3c(cc2c1)[C@@H]1CCN2C(=O)CCC[C@H](C3)[C@H]12,-6,4,2,-3,3,-3,4,2,-4,-1
CCC1SC(CC)C(=O)N(CC(=O)NCCc2ccccc2)C1=O (centres undefined),-3,3,-2,-4,0,0,3,4,11,-4
CCOC(=O)c1ccccc1NS(=O)(=O)c1ccccc1F,-1,-7,1,0,-4,-6,2,0,-3,3
O=C(CCCCCNC(=O)N1CCn2c1nc1ccccc12)N[C@@H](C(=O)O)c1ccccc1,9,-1,2,-4,3,-1,2,-9,2,-5
Cc1ccc(C)c(C(C)NC(=S)NC2CCCCC2)c1 (centres undefined),-2,4,-7,5,-3,-2,2,-10,-13,5
CCOCCCn1c(SCC(=O)Nc2ccc(NC(C)=O)cc2)nc2ccccc2c1=O,-1,-3,1,7,-6,-2,-5,1,-9,4
CCCCc1ccc(C(=O)NC(C(=O)O)C(C)C)cc1 (centres undefined),10,0,-3,-2,0,-7,-4,-3,-1,4
CC(Sc1ncnc2sccc12)C(=O)Nc1ccc(C(N)=O)cc1 (centres undefined),1,-7,2,-8,6,4,4,-6,0,-2
COc1ccc(CN2CCN(C(=O)c3ccccc3C(=O)c3ccccc3)CC2)cc1F,3,1,-4,1,-6,0,-12,4,-10,-2
CCOc1cccc(C(=O)Nc2ccc(N3CCCC3)cc2)c1,-2,8,1,0,6,2,4,7,-3,-3
CC1S/C(=N/N=C2CCC(C(C)(C)C)CC2)NC1=O (centres undefined),3,6,0,0,-4,9,-1,9,-3,0
CN1CCN(c2ccc(Cl)cc2NC(=O)c2ccc(S(=O)(=O)N3CCCCCC3)cc2)CC1,-3,7,-5,-1,-5,3,-3,2,-7,0
CC(C)C(=O)Nc1cccc(NC(=O)CCN2C(=O)c3ccccc3S2(=O)=O)c1,-6,3,-2,7,-2,2,2,4,-4,-1
Cc1cc(C(=O)OC(C(=O)Nc2cccc(C(F)(F)F)c2)c2ccccc2)c(C)o1 (centres undefined),6,-102,-7,6,0,-68,-6,-39,-1,0
COc1ccccc1N1CCN(S(=O)(=O)CCNC(=O)c2ccccc2Br)CC1,-3,-5,0,1,0,6,8,5,-3,0
COc1ccc(C(=O)N2CCCc3ccccc32)cc1Br,-3,10,1,-11,-1,-5,-2,0,1,0
O=C(OCc1ccccc1)N1CCCCC1c1c(Cl)cccc1Br (centres undefined),3,0,-10,1,-3,0,-2,·,1,-1
Cc1ccc(N(CC(=O)NC2CC3CCC2C3)S(C)(=O)=O)cc1C (centres undefined),-5,1,0,2,2,-2,-3,-2,3,1
CCCN(C(=O)CSc1nc(C2CC2)n(-c2ccccc2)n1)C1CCS(=O)(=O)C1 (centres undefined),-1,1,2,-3,2,10,1,11,-8,-4
CC(C)(C)c1ccc(-c2nnc(SCC(=O)NC3CC3)o2)cc1,0,6,-3,-2,1,-4,3,1,-1,3
Cc1cccc(NC(=O)/C=C/c2ccc(Cl)cc2)n1,1,-3,-6,2,-4,-1,-8,-13,-1,0

# Seven compounds from above, limited to TDP2 inh:
Molecule | TDP2 inh
Cc1onc(-c2c(Cl)cccc2Cl)c1C(=O)NC1C(=O)N2C1SC(C)(C)C2C(=O)O (centres undefined) | -1
COC(=O)c1ccc2nc3c(cc2c1)[C@@H]1CCN2C(=O)CCC[C@H](C3)[C@H]12 | -4
CCC1SC(CC)C(=O)N(CC(=O)NCCc2ccccc2)C1=O (centres undefined) | 11
CCOC(=O)c1ccccc1NS(=O)(=O)c1ccccc1F | -3
O=C(CCCCCNC(=O)N1CCn2c1nc1ccccc12)N[C@@H](C(=O)O)c1ccccc1 | 2
Cc1ccc(C)c(C(C)NC(=S)NC2CCCCC2)c1 (centres undefined) | -13
CCOCCCn1c(SCC(=O)Nc2ccc(NC(C)=O)cc2)nc2ccccc2c1=O | -9

# The main list resumes, repeating the 2 entries before the break.
SMILES,rCAG binder,SIAE primary,MBD2 inh,TCR-CD3 inh,PRMT1 FP inh,ABHD4 inh,NPR2 activator,HTRA1 inh,TDP2 inh,LEDGF integ inh
CC(C)(C)c1ccc(-c2nnc(SCC(=O)NC3CC3)o2)cc1,0,6,-3,-2,1,-4,3,1,-1,3
Cc1cccc(NC(=O)/C=C/c2ccc(Cl)cc2)n1,1,-3,-6,2,-4,-1,-8,-13,-1,0
Cc1nn(C2CC(O)C(O)C(CO)O2)c(=O)[nH]c1=O (centres undefined),1,0,4,1,2,7,3,-5,4,-5
COc1ccc(-c2ccc3c(n2)CCCN3S(=O)(=O)c2ccc(C(F)(F)F)cc2)cc1,7,-8,-5,-10,-1,-11,4,·,-9,5
COC(=O)c1cccc(NC(=O)C23CC4CC(C2)CC(n2cncn2)(C4)C3)c1,-7,4,-4,2,-6,-2,2,4,1,-1
COc1ccc(N2C(=O)c3n[nH]c(C)c3C2c2ccccc2)cc1 (centres undefined),3,4,-1,11,-1,4,-21,·,7,1
Cn1ncc([N+](=O)[O-])c1C(=O)N/N=C/c1ccc(F)cc1,-2,-6,-2,-4,-3,2,3,8,-8,0
CC(Sc1ccc2ccccc2c1)C(=O)NC(N)=O (centres undefined),0,1,-3,2,-1,0,2,-3,-9,-1
CC(=O)c1ccc(NC(=O)CN2CCCC2)cc1,-1,2,2,9,-2,4,-2,-2,1,3
CCOC(=O)c1[nH]c2ccc(OC)cc2c1NC(=S)N1CCN(c2cccc(Cl)c2)CC1,13,16,4,-5,2,0,-2,-1,6,-3
CC(C)C(=O)c1cn(CC(=O)NCc2ccco2)c2ccccc12,-4,-5,8,-4,0,4,4,1,-5,3
COc1cc(/C=N/N2CCN(Cc3ccccc3)CC2)cc(OC)c1OC(C)=O,-7,-2,4,-1,-3,0,-3,3,10,0
Cc1cccc2sc(N(CCCN3CCOCC3)C(=O)CS(=O)(=O)c3ccc(F)cc3)nc12,-5,-2,-1,3,1,7,-2,-24,-14,1
Cc1cc(C)nc(N/N=C/C2=C(O)CC(c3ccccc3)CC2=O)n1 (centres undefined),0,3,-1,-8,1,16,1,·,-24,-6
N#CCCn1cc(C(=O)CN2C(=O)NC3(CCCCCC3)C2=O)c2ccccc21,5,0,1,0,2,-1,5,12,-2,6
O=C(COc1ccc2c(-c3ccccc3)cc(=O)oc2c1)NCc1ccccn1,-1,1,6,1,7,9,-9,-2,5,-3
Cc1c(NS(=O)(=O)c2ccc3[nH]c(=O)[nH]c3c2)c(=O)n(-c2ccccc2)n1C,-1,5,4,6,-1,0,3,4,-3,-2
O=C(NCC1CCCO1)/C(=C/c1ccccc1F)NC(=O)c1ccccc1 (centres undefined),0,-4,-1,6,0,-2,-1,10,11,-2
CCCCNC(=O)N1CCN(C(=O)c2ccco2)CC1,2,-4,2,-4,-1,9,10,10,13,0
O=C(Nc1ncnc2c1ncn2C1OC(COC(=O)c2ccccc2)C(F)C1O)c1ccccc1 (centres undefined),1,-3,-5,2,-2,-2,-4,-7,-3,0
Cc1cn([C@H]2C[C@H](O)[C@@H](CNCc3ccc4ncccc4c3)O2)c(=O)[nH]c1=O,1,2,-4,-2,-4,-3,-2,4,2,1
Cc1noc(C)c1CSCC(=O)Nc1ccc(Br)cc1Cl,2,-1,6,-5,9,-10,-9,-13,-1,3
CC(C)(C)c1cc(C(=O)Nc2cccnc2)cc(C(=O)Nc2cccnc2)c1,-3,-7,4,5,1,-6,3,-11,-5,-5
C=CCNC(=O)c1ccccc1NC(=O)COc1ccc(OC)cc1,-6,0,-2,1,0,-2,3,-5,1,-2
Cc1ccc(NC(=O)CSc2nnc(CNC(=O)c3ccco3)n2C)cc1C,-2,4,1,-8,-1,7,3,1,8,-2
Cn1c(SCC(=O)Nc2ccccc2)nc2c([nH]c3ccccc32)c1=O,4,-2,3,10,-5,1,0,-2,3,5
O=C1c2ccccc2C(=O)N1c1cc([N+](=O)[O-])ccn1,-1,-1,1,-2,-4,-2,0,-4,7,7
Cc1ccc2c(CSc3nnc(C4CC4)n3N)cc(=O)oc2c1C,5,5,-4,7,-1,2,-2,-4,-1,1
Cc1ncc([N+](=O)[O-])n1CC(=O)NCc1ccccc1,1,-4,6,7,-2,0,5,1,-8,0
Cc1ccc(C)c(NC(=O)C(OC(=O)c2ccc(C)s2)c2ccccc2)c1 (centres undefined),-1,-2,1,8,3,-1,-2,-18,2,1
CC(=O)c1ccc(NS(=O)(=O)c2cc3c(cc2C)N(C(C)=O)CCO3)cc1,2,-4,0,5,-2,2,2,5,-4,4
C=CCn1c(SCCC#N)nnc1-c1ccncc1,3,7,3,3,-2,2,3,1,1,2
CN(C)S(=O)(=O)c1cccc(NC(=O)COC(=O)c2cccc(S(=O)(=O)N3CCc4ccccc4C3)c2)c1,20,-7,-5,42*,0,-43,1,-32,-4,0
O=C(O)c1ccc(S(=O)(=O)c2ccc3c(c2)C(=O)N(c2ccccc2[N+](=O)[O-])C3=O)cc1,2,1,-1,-9,5,5,4,2,-7,-5
CCNC(=O)N(CCOC)CC1CCCN(C2Cc3ccccc3C2)C1 (centres undefined),0,-5,-1,1,1,5,4,-11,7,-4
Cc1ccc(-c2cc(C(=O)N/N=C/C=C/c3ccco3)c3ccccc3n2)cc1C,29,-6,1,-5,4,-31,-5,-24,-4,1
Cc1cc(=O)[nH]c(CN2CCOCC2)n1,2,1,-2,-2,0,-1,-2,1,-3,1
CCOC(=O)c1cnc(-c2ccccc2)nc1Oc1ccccc1,-2,1,4,0,1,-9,-5,-13,-3,-3
O=C(NCc1nnnn1-c1ccc(Cl)cc1)c1ccc(Br)o1,-3,-4,2,-7,2,1,-6,1,-2,-4
CC(C)CNC(=O)C1Nc2ccc(C(F)(F)F)cc2C2C=CCC12 (centres undefined),26,9,-2,-6,7,27,1,26,13,2
CN(C)/C=C1\C=C2C(=O)c3ccccc3N2C1=O,i,21*,-13,39*,111*,8,-14,30,8,2
COc1ccc(CCN2Cc3c(cccc3[N+](=O)[O-])C2=O)cc1OC,2,3,0,-5,0,-1,-6,-1,9,1
COC(=O)c1cc2c(c3c4cc(OC)ccc4n(S(=O)(=O)c4cccc(C)c4)c13)C(=O)N(Cc1ccc(C(F)(F)F)cc1)C2,11,-11,-5,0,4,-5,8,·,7,-3
Cc1ccc2c(c1)CCCN2CC(=O)N(C)c1c(N)n(Cc2ccccc2)c(=O)[nH]c1=O,3,5,-1,-16,33*,-16,3,-7,-2,0
COc1ccc2c(c1)C1NC(=S)NC(C)(O2)C1C(=O)Nc1ccccc1C (centres undefined),1,1,0,5,1,6,0,-9,9,1

# A portion of the library, so the mix of outcomes need not match the whole.
